ARNT-TACC3 inh: disrupts binding between human ARNT and TACC3; inhibition, % at 9.99 µM; 390,000 compounds, 0.66% hits; Q9Y6A5; AlphaScreen His-ARNT PAS-B/GST-TACC3 binding, luminescence; TACC3 fragment carries E629A point mutation;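 active means mean inhibition of replicates at least 50% and at least half of replicates each reaching 50%; inconclusive means half or more replicates reach 50% but mean below 50%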;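 further: 0% = complete ARNT plus TACC3 wells and 100% = ARNT alone without TACC3; many hits fall short of the cut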
DENV2 CPE rescue: DENV2-induced cell death inhibition; CPE inhibition, % at 9.99 µM; DENV2-infected cells, cytopathic effect rescue, plate reader; 350,000 compounds, 1.7% hits; in the data active means CPE inhibition above about 20%, passing the limit was not always enough; inconclusive means no clear call, values can overlap the other calls; tested in BHK-21 cells;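 further: 0% = median of neutral control wells and 100% = median of positive control wells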
PAX8 inh HTS: lowers PAX8-driven luciferase in RMG-I cells | RMG-I TPO-luciferase reporter, SteadyGlo, 24 h | inhibition, % at 12.6 µM | 360,000 compounds, 1.2% hits | AID 652154;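 active means mean replicate inhibition at least 60% with every replicate also reaching 60%; inconclusive means only one of the two criteria is met; inactive means mean below 60% and not all replicates reaching 60%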;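 further: luciferase light reporting Pax8 driven TPO promoter activity; plate controls were median of neutral control wells for no effect and mitoxantrone controls for full effect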
GSIS activator: primary screen for activators of insulin secretion dependent on glucose, INS-1E cells, GLuc reporter luminescence; 370,000 compounds, 0.61% hits; INS-1E GLuc reporter insulin secretion, 2-3 h; AID 743287; activation, % at 16.6 µM;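 active means lowest replicate activation of at least 40%, so every replicate reaches that level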;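 further: 0% = median of neutral control wells and 100% = median of IBMX positive control wells; some compounds called inactive have numbers as strong as hits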
CFTR F508del cor: CFTR F508del correction in bronchial cells; CFBE cells, YFP halide quenching; stimulated with forskolin plus potentiator P3; % fluorescence drop versus neutral controls; activity (quench increase), % at 7.58 µM; 350,000 compounds, 0.36% hits; AID 720511;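 active means mean added fluorescence quench of at least 8% versus neutral control, with both replicates also reaching 8%; inconclusive means only one of the mean or replicate conditions met; inactive means mean below 8% and not both replicates reaching 8%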;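 further: cells transiently co-express mutant CFTR-F508del with the halide-sensitive YFP; corrector assay measuring rescue of mutant channel to the surface after 24 h compound exposure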
ERp5 block: ERp5 (human) disulfide isomerase inhibition | Q15084 | ERp5 insulin aggregation, absorbance 650 nm, 90 min | inhibition, % at 9.99 µM | 350,000 compounds, 0.05% hits | AID 651711;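 active means mean replicate inhibition above about 25%, with every replicate also reaching it, limit read from the data, passing the limit was not always enough; inconclusive means only one of those two criteria met; inactive means neither criterion met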
Target sequence (Q15084 whole entry, looked up): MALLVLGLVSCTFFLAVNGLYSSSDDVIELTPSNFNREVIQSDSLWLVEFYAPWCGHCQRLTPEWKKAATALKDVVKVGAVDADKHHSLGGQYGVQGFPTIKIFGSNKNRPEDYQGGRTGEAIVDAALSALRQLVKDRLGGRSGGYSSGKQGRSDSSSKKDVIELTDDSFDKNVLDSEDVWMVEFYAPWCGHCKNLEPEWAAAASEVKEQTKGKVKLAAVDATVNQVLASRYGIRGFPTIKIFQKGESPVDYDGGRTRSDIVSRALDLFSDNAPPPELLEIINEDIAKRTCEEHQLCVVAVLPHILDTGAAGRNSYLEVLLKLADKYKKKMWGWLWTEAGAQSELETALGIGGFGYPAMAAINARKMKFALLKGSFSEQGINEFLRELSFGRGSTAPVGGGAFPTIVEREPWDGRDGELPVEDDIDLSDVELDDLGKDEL
Xi reactivation: X-chromosome reactivation activator; XiGFP mouse fibroblasts, % GFP-positive cells imaging, 3 d; cells co-treated with 5-aza-dC sensitizer; scaled so ellipticine positive control = 100%; AID 743238; activation, % at 7.58 µM; 360,000 compounds, 0.055% hits;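 active means mean normalized replicate activation at least 10% and every replicate at or above 10%; inconclusive means only one of the two criteria met; inactive means mean below 10% and not all replicates reach 10%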;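 further: 0% = median of on-plate neutral control wells and 100% = ellipticine 6 µM median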
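Assay system – SV40-immortalized XiGFP fibroblast cells, line 68-5-11 · Buffer or medium – DMEM supplemented with 5-aza-dC as sensitizing agent · Dosing – one concentration, pinned · Benchmarks – positive control ellipticine, 6 µM final · Times – 3 days compound exposure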
EWS-Fli block: EWS/Fli transcriptional activity inhibition. A673 NR0B1-luciferase reporter, viability-normalised. inhibition, % at 12.6 µM. 350,000 compounds, 0.67% hits;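 active means mean inhibition of at least 50% after viability correction, with every replicate also passing that limit; inconclusive means mean reaches 50% but only one of two replicates passes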;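 further: firefly luciferase signal divided by Alamar Blue viability fluorescence both relative to DMSO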
Numbers without * were called inactive; ? = inconclusive; . = not tested or not shown. Random draw from the library; about 4.2% have a hit in one of these screens.

SMILES | ARNT-TACC3 inh | DENV2 CPE rescue | PAX8 inh HTS | GSIS activator | CFTR F508del cor | ERp5 block | Xi reactivation | EWS-Fli block
O=C(COC(=O)CNC(=O)c1ccc(Cl)c([N+](=O)[O-])c1)NCC1CCCO1 (stereo not drawn) | -7 | 0 | 7 | -1 | -1.4 | 2 | 0.0 | 1
Cc1c(C(=O)NCc2cccc(C(F)(F)F)c2)sc(=O)n1Cc1ccc(S(=O)(=O)N(C)C)cc1 | . | -3 | 27 | -35 | 1.8 | 1 | 0.0 | -22
COc1ccc(C(=O)c2ccc(OC)cc2OC)cc1 | 3 | -6 | 23 | -4 | ? | -4 | -0.1 | 49
COc1ccc(-c2ccc3c(c2)[C@H]2[C@H](CCN2S(=O)(=O)c2ccccc2F)[C@H](CO)N3)cc1 | -1 | -28 | 28 | 9 | 1.2 | . | 0.0 | 7
CCOC(=O)c1sc2nc(C)c([N+](=O)[O-])c(COC)c2c1N | -1 | -5 | 39 | 9 | 6.4 | -2 | 0.3 | 4
CCC(=O)N1C[C@@H](O)COC[C@H]2O[C@@H](CC(=O)NCc3cc(F)cc(F)c3)CC[C@@H]21 | -20 | 10 | -18 | 3 | -1.2 | -1 | 0.1 | 7
COc1ccc(C(=O)OCC(=O)c2ccc[nH]2)cc1 | 5 | 0 | -120 | -4 | 0.3 | 5 | 0.0 | -10
CC(C)NC(=O)N(C)C[C@@H]1Oc2ccc(NS(=O)(=O)c3cn(C)cn3)cc2C(=O)N([C@@H](C)CO)C[C@@H]1C | -3 | 6 | . | -5 | -3.9 | 7 | 0.4 | -8
CO[C@@H]1CN(C)C(=O)c2ccc(NC(=O)NC(C)C)cc2OC[C@@H](C)N(C)C[C@@H]1C | -5 | 8 | . | -2 | -1.3 | -1 | -0.4 | 3
O=C(Nc1ccccc1C(=O)Nc1ccncc1)c1ccc([N+](=O)[O-])cc1 | 15 | 6 | 4 | 0 | 0.7 | -1 | 0.0 | -19
CC1(C)CC(=O)C(CC(=O)c2ccccc2)=C(NN=C(N)N)C1 | . | 13 | 10 | 20 | -0.5 | -35 | 0.0 | -3
COc1ccc(CC(=O)Nc2cccc(-c3ccc4nncn4n3)c2)cc1OC | 9 | 1 | 21 | 2 | 1.9 | -1 | -0.1 | 17
CCOC(=O)N1CCN(CCC(=O)Nc2ccccc2)CC1 | 6 | -2 | 30 | 10 | -3.3 | 1 | 0.0 | 6
CCCC#Cc1ccc2c(c1)O[C@@H](CN(C)Cc1ccc3c(c1)OCO3)[C@@H](C)CN([C@@H](C)CO)S2(=O)=O | -2 | -1 | . | -25 | 3.1 | 2 | 0.1 | 11
CO[C@H]1CN(C)C(=O)c2cc(C#N)ccc2OC[C@@H]2O[C@@H](CC[C@H]2OC)CCN(C)C(=O)[C@H]1C | -2 | 8 | 3 | 3 | -4.8 | 3 | -0.1 | 1
O=C(NCC[C@H]1CC[C@@H](NC(=O)c2cnccn2)[C@H](CO)O1)c1ccc2c(c1)OCO2 | 21 | -11 | -13 | 10 | -1.4 | -6 | 0.5 | 6
CCN(CC)S(=O)(=O)c1ccc(NC(=S)NC(=O)CC(C)C)cc1 | 21 | 5 | -8 | -10 | . | -5 | 0.1 | -9
C[C@H](CO)N1C[C@H](C)[C@H](CN(C)C)Oc2ccc(NS(=O)(=O)c3cn(C)cn3)cc2C1=O | 0 | 2 | -16 | . | 0.0 | -3 | . | 1
CNC(=O)COc1coc(CN2CCN(c3ccccc3)CC2)cc1=O | -6 | -5 | -12 | -8 | -0.1 | 0 | 0.3 | 1
O=C(/C=C/c1cnc2ccccc2n1)NC1CCCCCC1 | -1 | . | -99 | -2 | . | . | -0.1 | .
C[C@H](CO)N1C[C@H](C)[C@H](CN(C)Cc2ccc(Cl)c(Cl)c2)OCCCC[C@H](C)Oc2ccc(NS(C)(=O)=O)cc2C1=O | . | -8 | 16 | -12 | 2.1 | 5 | -0.9 | 29
COc1ccc(CSc2nncn2N)cc1[N+](=O)[O-] | -12 | . | 2 | 0 | . | . | -0.1 | .
Cn1ccc2c(-c3ccc(C(=O)O)cc3)cc3c(c21)C1CCC3O1 (stereo not drawn) | . | -5 | -51 | 3 | -3.5 | -4 | . | -19
C[C@@H]1CN([C@H](C)CO)C(=O)Cc2cc(NC(=O)C3CCCCC3)ccc2O[C@@H]1CN(C)S(=O)(=O)c1ccc(Cl)cc1 | -6 | 2 | . | -12 | -1.5 | -1 | -0.1 | 6
CC(C)NC(=O)Nc1ccc2c(c1)C(=O)N(C)[C@@H]1CC[C@H](CC(=O)NCC(F)(F)F)O[C@H]1CO2 | -6 | 2 | 18 | 3 | -0.9 | . | 0.4 | -1

Continuation.
SMILES | ARNT-TACC3 inh | DENV2 CPE rescue | PAX8 inh HTS | GSIS activator | CFTR F508del cor | ERp5 block | Xi reactivation | EWS-Fli block
O=C(CNC(=O)c1ccncc1)N/N=C/c1cccc([N+](=O)[O-])c1 | . | 4 | 27 | -5 | -0.8 | 8 | 0.1 | -10
COc1ccc(NC(=O)Nc2cccc3c2O[C@H](CN(C)Cc2ccncc2)[C@H](C)CN([C@@H](C)CO)C3=O)cc1 | -15 | . | -10 | 12 | 3.1 | 3 | -0.9 | 10
CN(C)C(=O)c1ccc(-c2ccccc2[C@@H]2[C@@H](CO)N(C(=O)C3CCCCC3)[C@H]2C#N)cc1 | . | 29* | -41 | -5 | 0.7 | -3 | 0.0 | -5
O=C(Cc1ccc(Cl)c(Cl)c1)Nc1ccc(S(=O)(=O)Nc2ncccn2)cc1 | 1 | 0 | 0 | 5 | 1.2 | 3 | -0.1 | 3
Cc1noc(C)c1NC(=O)Nc1ccc2c(c1)C(=O)N([C@@H](C)CO)C[C@@H](C)[C@H](CN(C)S(=O)(=O)c1ccccc1)OCCCC[C@@H](C)O2 | -5 | -3 | -13 | -4 | -0.8 | 1 | 0.1 | -10
COc1ccccc1-c1ccc2n(c1=O)C[C@H]1[C@H](CO)[C@@H](C(=O)NCC3CC3)N(S(C)(=O)=O)[C@@H]21 | -5 | 4 | 9 | 1 | . | -3 | 0.0 | 2
O=C(Nc1ccc(F)cc1)N[C@H]1CC[C@H](CC(=O)N2CCOCC2)O[C@@H]1CO | -18 | 18 | 4 | 11 | -1.0 | 1 | 0.2 | 1
CCC[C@H](CN[C@@H](CNC)[C@H](C)CC)NCCc1cc(C(F)(F)F)cc(C(F)(F)F)c1 | 10 | 8 | 97* | 24 | 0.8 | -6 | 0.0 | 52*
O=S(=O)(O)c1cc2oc(-c3ccccc3)nc2c2ccccc12 | . | -2 | 23 | -11 | -0.1 | 3 | -0.3 | 11
COc1ccc(-n2nnnc2SCC(=O)N2CCOCC2)cc1 | -3 | -3 | 1 | 1 | 4.0 | 0 | 0.1 | -4
O=C(CN1C(=O)/C(=C/c2ccccc2F)SC1=S)NC1C=CS(=O)(=O)C1 (stereo not drawn) | -9 | 8 | 0 | 21 | -3.2 | -1 | 0.0 | .
NS(=O)(=O)c1cccc(NC(=O)CSc2nc3ccccc3c(=O)n2CC2CCCO2)c1 (stereo not drawn) | 0 | -2 | . | 9 | 1.5 | -5 | 0.8 | -2
Cc1noc(C)c1NC(=O)Nc1ccc2c(c1)C(=O)N([C@H](C)CO)C[C@H](C)[C@H](CN(C)S(=O)(=O)c1ccc(F)cc1)OCCCC[C@@H](C)O2 | -6 | -10 | -4 | 13 | -0.1 | 3 | 0.0 | -9
COC(=O)N/N=C/c1cc(C)n(-c2ccc(F)cc2)c1C | -5 | 1 | -7 | 13 | -5.0 | 11 | 0.0 | -18
CNC[C@@H]1Oc2ccc(NC(=O)c3ccncc3)cc2C(=O)N([C@@H](C)CO)C[C@H]1C | . | -6 | -2 | 19 | -2.5 | 15 | -0.9 | -1
C/C(=N\NC(=O)CSCc1ccccc1Br)c1cccc([N+](=O)[O-])c1 | 4 | -7 | 21 | 0 | 3.8 | -3 | 0.4 | 12
C[C@@H]1CCCCO[C@@H](CN(C)S(=O)(=O)c2ccc(F)cc2)[C@@H](C)CN([C@@H](C)CO)C(=O)c2cc(NC(=O)Nc3ccc(C(F)(F)F)cc3)ccc2O1 | 14 | 9 | 36 | 23 | -2.8 | 4 | -0.1 | -14
CCOC(=O)c1c(-c2ccc(C)s2)csc1N | -1 | -2 | 3 | 6 | -1.5 | 4 | 0.0 | 4
FC(F)(F)c1ccc(-c2cccc3c2C2CC3CCN2)cc1 (stereo not drawn) | 10 | -3 | 7 | 31 | -3.0 | -6 | 0.0 | 11
CC(C)NC(=O)N(C)C[C@H]1OCCCC[C@H](C)Oc2ccc(NC(=O)Nc3ccccc3)cc2C(=O)N([C@H](C)CO)C[C@@H]1C | 108* | -2 | 7 | 5 | 3.3 | -1 | -0.1 | .
C/C=C/c1cnc2c(c1)C(=O)N([C@@H](C)CO)C[C@H](C)[C@H](CN(C)C(=O)Nc1ccccc1F)O2 | -4 | ? | . | 2 | -3.3 | 0 | 0.2 | -2
Cc1ccc(NC(=O)NC(=O)c2cnccc2C(F)(F)F)c(C)c1 | 8 | 2 | -21 | 1 | 1.9 | -4 | -0.1 | 0
CC1(C(=O)NS(=O)(=O)c2ccc(F)cc2F)CCN1C(=O)C1CCCCC1 (stereo not drawn) | . | 2 | -9 | . | -3.7 | 4 | 0.0 | 3
CNC(=S)N1CCN(c2nc3ccccc3s2)CC1 | -6 | 12 | -110 | -19 | -0.5 | 0 | 0.0 | -74
COc1ccc(CC(=O)Nc2ccncc2Cl)cc1 | -5 | 2 | 17 | -64 | 0.8 | -11 | 0.2 | .

Further entries.
SMILES | ARNT-TACC3 inh | DENV2 CPE rescue | PAX8 inh HTS | GSIS activator | CFTR F508del cor | ERp5 block | Xi reactivation | EWS-Fli block
CCOC(=O)C1=CC[C@@H](c2ccccc2)N(S(=O)(=O)c2ccc(C)cc2)[C@H]1c1ccc(C#N)cc1 | . | -15 | 6 | -26 | 3.2 | -1 | 0.0 | 4
CCc1ncc(CN2CCC(C(=O)Nc3cccc(-c4cscn4)c3)CC2)cn1 | 0 | -2 | 28 | 10 | 1.1 | -4 | 0.0 | .
Cc1cc(C)n2nc(C(=O)OCC(=O)Nc3cc(S(=O)(=O)N4CCOCC4)ccc3Cl)nc2n1 | . | -1 | 0 | -9 | 2.4 | -5 | 0.0 | -4
COc1cc(C=C2CCCC(=Cc3ccc(OCC4CO4)c(OC)c3)C2=O)ccc1OCC1CO1 (stereo not drawn) | . | 8 | 30 | -22 | -4.7 | -7 | 0.6 | 68*
Cc1ccc(OC(C)C(=O)Nc2ccncc2)cc1C (stereo not drawn) | -18 | 9 | -7 | -6 | 1.5 | -2 | 0.0 | 1
Cc1cc(C)nc(/N=C(\N)Nc2ccc(S(=O)(=O)O)cc2)n1 | -1 | 4 | 6 | 3 | -1.5 | 1 | 0.6 | -1
O=C(C[C@H]1CC[C@H]2[C@@H](COC[C@H](O)CN2C(=O)Nc2ccc(F)cc2)O1)NC1Cc2ccccc2C1 | 4 | 43* | 11 | -17 | 1.1 | -2 | 0.0 | -3
CCOC(=O)Cc1csc(NC(=O)CC(C)(C)CC(=O)O)n1 | -5 | 0 | 0 | 22 | 1.0 | 5 | 0.0 | -3
Cc1ccccc1CC(=O)Nc1ccc2c(C)cc(=O)oc2c1 | -3 | 1 | -7 | 1 | 0.2 | -4 | 0.0 | 5
CC(=O)Nc1ccc(CN(C)c2c(C)nc3ccc(C(=O)N(C)Cc4ccco4)cn23)cc1 | . | -7 | 4 | -7 | 0.0 | 5 | 0.0 | 17

Compound activity (PubChem)
